Source: PubChem (several laboratories)
KKLEB tox: CF airway cell cytotoxicity counter-screen; KKLEB CF airway cells viability, ATPlite luminescence, overnight; stronger effect = lower value; cells stimulated with P. aeruginosa culture filtrate; activity change (cytotoxicity), % at 5 µM; actives 0.36% (n = 360,000); AID 602141;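 active means corrected activity change at or below -50% at 5 µM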
TWEAK-Fn14 inh: TWEAK-Fn14 signaling inhibition | TWEAK-stimulated Fn14 reporter cells, luciferase luminescence, 8 h | inhibition, % at 10 µM | actives 2% (n = 360,000) | AID 1159606; in the data active means inhibition above about 50%
TRPM1 prom inh: inhibitors of MITF-driven TRPM1 promoter in melanoma cells | SK-MEL-5 TRPM1 promoter luciferase, 24 h | inhibition, % at 12.5 µM | actives 0.83% (n = 330,000) | AID 488899;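 active means mean inhibition across replicates of 60% or more, whatever share of single replicates reaches that level; inconclusive means some that reach 60%, reason not given; inactive means mean inhibition across replicates below 60%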; further: values of inactives mirror those of a sister screen read the other way
Shn3 inh set2: Schnurri-3 reporter inhibition in Clone20 osteoblasts; Clone20 osteoblast Shn3 3'UTR firefly luciferase, 24 h; inhibition, % at 12.5 µM; actives 0.52% (n = 360,000); AID 588674;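 active means mean inhibition of at least 75% with every replicate also reaching 75%; inconclusive means mean inhibition at least 75% but some replicate below; inactive means mean inhibition below 75%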;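 further: 0% = median of neutral control wells and 100% = pilot-screen positive control compound; some compounds past the cut are filed as inactive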
aDG glyco act: increases alpha dystroglycan glycosylation; AID 624168; Pro5-aDG cells, alpha-DG glycosylation AlphaScreen (IIH6); 0% Pro5, 100% B10-LARGE cell signal; activation, % at 10 µM; actives 0.22% (n = 360,000);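 active means activation of at least 8% versus controls, or a plate z-score of at least 8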;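 further: Pro5 are CHO cells carrying HIG-tagged alpha-DG that lacks glycosylation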
iPSC survival up: hiPSC single-cell survival enhancement | ATPlite luminescence; 100% = ROCK inhibitor wells, 0% = DMSO | survival enhancement, % at 20 µM | actives 0.044% (n = 360,000) | AID 602274; in the data active means survival enhancement above about 18%;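 further: cells exposed to compounds for 16 hours before the ATP read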
HIF-2a block: HIF-2a inhibition; AID 624352; 786-0 RCC cells HIF-2a reporter, luciferase luminescence, overnight; inhibition, % at 18.8 µM; actives 0.72% (n = 360,000);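 active means inhibition of the luminescence signal of 40% or more relative to plate controls, in a single-dose primary screen at 18.75 µM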
CF NFkB block: cystic fibrosis NF-kB activation inhibition; KKLEB NF-kB-GFP reporter, PAF-induced, GFP fluorescence overnight; inhibition, % at 5 µM; actives 0.86% (n = 360,000);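 active means at least 50% inhibition at 5 µM, scaled per plate between neutral and stimulator controls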;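 further: PAF is a Pseudomonas aeruginosa culture filtrate used as stimulus; plate controls were PAF-stimulated DMSO wells for no effect and unstimulated DMSO wells for full effect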
NR2E3 ag-1: NR2E3 (human) agonism | Q9Y5X4 | GST-NR2E3/biotin-RetCOR TR-FRET, 1536-well | inhibition of corepressor binding, % at 4.78 µM | actives 0.12% (n = 320,000) | AID 2300;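 active means percent inhibition above the cutoff of mean plus 3 SD of all tested compounds, set per screening campaign, cut at about 20% in these data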;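 further: 0% = DMSO wells and 100% = biotin wells as full block of FRET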
Target sequence (Q9Y5X4 whole entry, looked up): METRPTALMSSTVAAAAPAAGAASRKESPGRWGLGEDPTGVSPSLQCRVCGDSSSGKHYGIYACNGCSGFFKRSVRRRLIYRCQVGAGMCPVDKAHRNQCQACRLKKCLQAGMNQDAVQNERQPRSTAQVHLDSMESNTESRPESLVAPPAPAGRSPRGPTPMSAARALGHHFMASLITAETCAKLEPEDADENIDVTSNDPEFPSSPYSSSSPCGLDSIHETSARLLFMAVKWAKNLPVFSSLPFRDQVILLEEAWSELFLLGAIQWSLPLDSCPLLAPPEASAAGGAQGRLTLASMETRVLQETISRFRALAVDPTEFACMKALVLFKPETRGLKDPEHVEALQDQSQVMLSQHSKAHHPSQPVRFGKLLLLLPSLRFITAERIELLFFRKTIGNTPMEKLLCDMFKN
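Test system – NR2E3–RetCOR corepressor complex · Quantity – NR2E3 fusion 1.35 nM · Buffer or medium – Tris pH 7.5 · Incubation – Compound–protein incubation for 5 h at 4 °C · Technique – TR-FRET, Eu(K)-anti-GST donor, streptavidin-D2 acceptor, ex 340, em 617/671 nm · Evaluation – percent inhibition of 671/617 nm emission ratio versus biotin and DMSO controls · Plate – 1536-well format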
NR2E3 ag-2: agonists of human NR2E3 nuclear receptor; CHO-S Gal4-NCOR/VP16-NR2E3 two-hybrid, luciferase; inhibition of corepressor binding, % at 3.98 µM; actives 0.35% (n = 360,000); AID 602229;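 active means inhibition above the mean of all tested compounds plus 3 SD, cut at about 70% in these data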;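 further: 0% = DMSO with NR2E3 transfected cells and 100% = cells lacking NR2E3 construct; higher means lower luciferase signal from less NR2E3 corepressor binding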
Peg3 promoter: inhibitors of Peg3 promoter | actives 1.7% (n = 360,000) | inhibition, % at 20 µM | HeLa PEG-Prom luciferase reporter, luminescence, overnight;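 active means inhibition of at least 50% at 20 µM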
The depositor's hits bear a star; ? = inconclusive; . = not tested or not shown.

item	SMILES	KKLEB tox	TWEAK-Fn14 inh	TRPM1 prom inh	Shn3 inh set2	aDG glyco act	iPSC survival up	HIF-2a block	CF NFkB block	NR2E3 ag-1	NR2E3 ag-2	Peg3 promoter
1	Cc1cc2ccccn2c1C(=O)c1ccccc1Br	2	15	11	10	-0.1	0.0	-7	-5	1	6	4
2	CC(NC(=O)c1cc(-c2ccncc2)nc2ccc(Br)cc12)C1CCCO1 (centres undefined)	3	-11	-1	3	0.0	0.4	19	-23	1	1	24
3	C=C(C)Cn1c(CCCNC(=O)C(C)(C)C)nc2ccccc21	10	3	-8	16	0.1	-4.1	13	-4	0	1	18
4	CCCCSc1cc(C)nc2ncnn12	1	-11	-3	9	0.1	0.0	16	-15	1	-20	-9
5	Cc1ccc(CNC(=O)C(CC(C)C)OC(=O)c2ccco2)cc1 (centres undefined)	-8	17	9	-7	0.0	0.2	5	5	0	9	-15
6	COc1ccc(Nc2nnc(SCC(=O)N3CC(=O)Nc4ccccc43)s2)cc1	6	1	-10	3	1.8	-1.5	-42	2	5	-6	-59
7	CC(Oc1cccc(Cl)c1)C(=O)Nc1cc(S(=O)(=O)N2CCOCC2)ccc1N1CCCCC1 (centres undefined)	-23	-6	14	32	1.0	1.1	24	37	-3	2	20
8	Cc1ccc(Cn2c(C)c(C(=O)NCc3ccccc3C(F)(F)F)sc2=O)cc1	-14	3	.	-7	0.1	-0.8	-6	-26	.	22	19
9	Cc1cc(C2=NNC(=NC3CC3)SC2)c(C)n1-c1ccccc1F	-58*	104*	99*	98*	0.8	-2.0	89*	-16	1	94*	104*
10	O=P(c1ccccc1)(c1ccccc1)c1nc(-c2ccc(Cl)cc2)oc1N1CCOCC1	2	-5	0	18	-0.1	1.6	21	-8	4	18	-8
11	COc1cc(-c2cc(=O)c3ccccc3o2)ccc1O	-5	-73	.	-51	-0.3	1.1	-164	-26	-2	-41	-192
12	Cc1ccc(S(=O)(=O)NCc2nnnn2-c2ccc(F)cc2)cc1	19	-16	.	3	-0.2	-1.4	6	-35	.	-4	-9
13	Oc1ccccc1-c1cc(-c2ccco2)[nH]n1	0	-13	-52	-67	-0.4	0.3	-270	-19	2	-111	-322
14	CC(C)Sc1nnc(SCC(=O)N(C)C2CCS(=O)(=O)C2)s1 (centres undefined)	7	15	2	-2	-0.1	-0.3	11	0	4	-16	3
15	O=C(CSc1nnc(-c2ccncc2)o1)Nc1ccccc1Cl	-3	2	-34	-17	-0.2	1.4	-84	1	1	-35	-83
16	O=C(Nc1cccc(Cl)c1)ON=C1c2ccccc2-c2ccccc21	-4	30	-14	-23	0.1	0.7	-84	36	3	-41	-74
17	Cc1cccc(C)c1NC(=O)C[N+](C)(C)CC(O)COc1cccc2ccccc12 (centres undefined)	4	-14	5	-9	0.0	-0.9	16	-11	-4	-5	13
18	CC(C)c1ccc(NC(=O)C(c2ccccc2)N2CCOCC2)cc1 (centres undefined)	-3	16	-40	-19	-0.1	0.4	-72	6	0	-17	-55
19	COc1ccccc1-c1nnc(NC(=O)C2=COCCO2)o1	-12	-3	5	-1	-0.2	0.2	-2	2	-1	-43	-1
20	Cc1ccc(S(=O)(=O)N2CCN(C(=O)COC(=O)COc3ccc(Cl)cc3)CC2)c(C)c1	9	10	-9	-18	-0.1	0.5	7	-6	.	9	2

item	SMILES	KKLEB tox	TWEAK-Fn14 inh	TRPM1 prom inh	Shn3 inh set2	aDG glyco act	iPSC survival up	HIF-2a block	CF NFkB block	NR2E3 ag-1	NR2E3 ag-2	Peg3 promoter
21	N#Cc1c(N2CCOCC2)nc(-c2ccco2)c2c1CCCC2	-20	5	-5	4	-0.2	7.6	11	21	-4	-7	3
22	O=C(C1CCN(c2nnc(-n3cccc3)s2)CC1)N1CCN(c2cccc(C(F)(F)F)c2)CC1	-4	38	-1	39	8.0*	3.9	27	1	2	-2	18
23	CCCCCc1c(-c2cccc(Cl)c2)ncn1CCc1ccccc1OC	.	-11	.	.	-0.2	-0.3	-10	.	.	-2	.
24	COc1ccc(OC)c(-c2cc(C(=O)NCc3cccs3)no2)c1	9	-12	5	5	0.4	5.9	-12	-12	4	7	23
25	O=C(CSc1ccc2ccccc2n1)N/N=C/c1ccccc1O	-2	8	-18	19	0.1	1.7	-8	-10	.	-58	13
26	O=S(=O)(CCNCc1ccco1)NC1CCCCC1	11	-3	-5	-7	-0.2	1.6	-3	-11	.	-5	-5
27	O=C1C[C@@H]2c3c(cccc3CN1Cc1ccccc1)C[C@@H](O)[C@H]2O	12	2	-10	-10	0.2	6.2	7	6	.	-15	-6
28	O=S(=O)(c1ccc(F)cc1)N1CCCN(c2nccc(C(F)(F)F)n2)CC1	12	0	-6	-17	0.1	-0.2	20	-2	1	-8	6
29	Oc1ccc(-c2nccs2)cc1	-15	-4	5	5	-0.3	4.7	-27	-7	.	-4	-55
30	Cn1cccc1/C=N/n1c(-c2ccc(C(C)(C)C)cc2)n[nH]c1=S	11	-6	-5	0	0.0	-0.3	3	15	0	-36	1
31	COc1cccc(CC2(CO)CCCN(Cc3cn[nH]c3-c3ccc(F)cc3)C2)c1 (centres undefined)	0	-2	-8	7	0.3	0.0	4	10	0	-8	10
32	COc1ccc(NC(=O)C2(C)Cc3c(-c4ccc(C(N)=O)cc4)ccnc3O2)cc1OC (centres undefined)	-6	-74	.	-17	-0.1	0.0	25	-43	.	-10	4
33	CCOC(=O)NN1C(=O)c2ccccc2NC1c1ccc(N(C)C)cc1 (centres undefined)	6	-16	-6	-33	0.0	0.7	-178	-26	-7	-55	-105
34	COc1cc(C(=O)c2cocc2C(=O)c2ccc3c(c2)OCO3)cc(OC)c1OC	1	17	10	-19	0.0	0.9	18	-9	-2	-4	17
35	Cc1cc(Oc2cnn(C(C)(C)C)c(=O)c2Cl)cc(C(C)C)c1	9	9	15	63	0.2	-0.8	31	4	-2	-7	30
36	CC(C)c1nnc(NC(=O)COc2ccc3ccccc3c2)s1	1	-12	-2	2	0.0	-0.4	-28	3	-2	-2	-45
37	CC(=O)N1N=C(c2ccc(Br)cc2)OC1(C)CC(=O)Nc1ccccc1 (centres undefined)	-4	-25	13	12	0.1	2.9	16	9	2	17	1
38	O=C1[C@H]2[C@@H](C(=O)N1c1cc(Cl)cc(Cl)c1)[C@]1(C(=O)Nc3ccccc31)N1CCC[C@@H]21	5	-7	9	-3	0.1	0.0	-11	-12	2	-11	-18
39	O=C(c1ccc(NC(=S)NCc2ccco2)cc1)N1CCCCC1	-23	0	3	10	-0.5	1.1	0	2	1	-4	4
40	C[C@H](NC(=O)c1nc[nH]c1C(=O)NCC(=O)OCc1ccccc1)c1ccccc1	-6	7	0	6	-0.1	-1.1	5	8	-3	-26	25

From entry 38 as far as 40, copied from above:
item	SMILES	KKLEB tox	TWEAK-Fn14 inh	TRPM1 prom inh	Shn3 inh set2	aDG glyco act	iPSC survival up	HIF-2a block	CF NFkB block	NR2E3 ag-1	NR2E3 ag-2	Peg3 promoter
38	O=C1[C@H]2[C@@H](C(=O)N1c1cc(Cl)cc(Cl)c1)[C@]1(C(=O)Nc3ccccc31)N1CCC[C@@H]21	5	-7	9	-3	0.1	0.0	-11	-12	2	-11	-18
39	O=C(c1ccc(NC(=S)NCc2ccco2)cc1)N1CCCCC1	-23	0	3	10	-0.5	1.1	0	2	1	-4	4
40	C[C@H](NC(=O)c1nc[nH]c1C(=O)NCC(=O)OCc1ccccc1)c1ccccc1	-6	7	0	6	-0.1	-1.1	5	8	-3	-26	25

Single records, as listed above. Values in the order: KKLEB tox	TWEAK-Fn14 inh	TRPM1 prom inh	Shn3 inh set2	aDG glyco act	iPSC survival up	HIF-2a block	CF NFkB block	NR2E3 ag-1	NR2E3 ag-2	Peg3 promoter
Listed for `O=S(=O)(c1ccc(F)cc1)N1CCCN(c2nccc(C(F)(F)F)n2)CC1` : 12	0	-6	-17	0.1	-0.2	20	-2	1	-8	6
Listed for `COc1ccc(OC)c(-c2cc(C(=O)NCc3cccs3)no2)c1` : 9	-12	5	5	0.4	5.9	-12	-12	4	7	23
Listed for `Cn1cccc1/C=N/n1c(-c2ccc(C(C)(C)C)cc2)n[nH]c1=S` : 11	-6	-5	0	0.0	-0.3	3	15	0	-36	1
Listed for `O=C1[C@H]2[C@@H](C(=O)N1c1cc(Cl)cc(Cl)c1)[C@]1(C(=O)Nc3ccccc31)N1CCC[C@@H]21` : 5	-7	9	-3	0.1	0.0	-11	-12	2	-11	-18

Carrying on:
item	SMILES	KKLEB tox	TWEAK-Fn14 inh	TRPM1 prom inh	Shn3 inh set2	aDG glyco act	iPSC survival up	HIF-2a block	CF NFkB block	NR2E3 ag-1	NR2E3 ag-2	Peg3 promoter
41	Cc1ccccc1N1CCN(C2CCCN(C(=O)c3snnc3C)C2)CC1 (centres undefined)	-12	2	11	-8	0.2	0.1	11	17	2	-8	11
42	Cc1ccc(NS(=O)(=O)c2ccc(C)c(NC(=O)c3ccc(S(=O)(=O)N4CCCCCC4)cc3)c2)c(C)c1	0	12	.	41	0.1	-0.3	14	-1	.	15	17
43	CCC1COCCS(=O)(=O)N1Cc1cccc(C(F)(F)F)c1 (centres undefined)	-7	-1	-4	-5	-0.3	-3.5	11	-21	-3	-22	11
44	CCN(C(=O)CSc1nnc(Cn2nnc3ccccc32)o1)c1nc(C)cs1	-2	-8	2	6	0.3	-1.2	8	10	-1	0	5
45	Cn1c2c(c(=O)n1-c1ccccc1)CSCC2	-1	-11	11	1	-0.1	0.1	2	12	0	1	-2
46	CCOC(=O)C1=C(C)NC2=C(C(=O)CC(C)(C)C2)C1c1ccc2c(c1)CCCN2C (centres undefined)	4	-9	10	10	0.1	-1.7	22	-16	3	-27	13
47	Cc1nn(C)c(C)c1CCC(=O)NC1CC(C)(C)Cc2c1cnn2-c1ccccc1 (centres undefined)	-1	-19	7	-8	0.4	-0.3	-2	10	0	-8	-10
48	CC1SC(c2ccc(Cl)cc2)NC1=O (centres undefined)	0	-22	3	12	-0.1	-1.3	0	0	-2	6	15
49	O=C(CCc1ccccc1)NCc1ccc2c(c1)OCO2	10	-4	-10	-15	0.0	-0.7	-14	26	2	3	-6
50	O=C(c1csc2c1CCCC2)n1cccn1	4	-2	-13	.	-0.1	0.0	-11	-2	2	-29	-29
51	CCN(CC)c1ccc(N)cc1	-15	-8	86*	?	-0.4	-2.3	-33	28	0	-61	18

Part of the list above, reformatted.
Each structure is followed by: KKLEB tox	TWEAK-Fn14 inh	TRPM1 prom inh	Shn3 inh set2	aDG glyco act	iPSC survival up	HIF-2a block	CF NFkB block	NR2E3 ag-1	NR2E3 ag-2	Peg3 promoter
44) CCN(C(=O)CSc1nnc(Cn2nnc3ccccc32)o1)c1nc(C)cs1
→ -2	-8	2	6	0.3	-1.2	8	10	-1	0	5
45) Cn1c2c(c(=O)n1-c1ccccc1)CSCC2
→ -1	-11	11	1	-0.1	0.1	2	12	0	1	-2
